5-HT1A blocker = 5-HT1a (human) receptor antagonism; inhibition, % at 10 µM; 62,000 tested, 0.68% active; CHO 5-HT1a Ga15 NFAT-bla reporter, antagonist mode; AID 612;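 active = inhibition above the mean of all tested compounds plus 3 SD, cut at about 43% in these data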;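 also: receptor stimulated by 5-CT agonist at 100 nM near EC80; beta-lactamase reporter measured by ratiometric fluorescence of a cleavable substrate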
D1 allo mod = allosteric modulators of human D1 dopamine receptor; P21728; 58,000 tested, 5.9% active; B-score at 10 µM; HEK293 D1, CRE-luciferase, dopamine EC30 potentiation; actives deviate in either direction;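 active = luminescence count or its row- and column-corrected plate score outside the 99.7% band of the plate's sample wells, on either side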
HEK293 NFkB inh = inhibitors of the PMA/ionomycin-induced NF-kB reporter in HEK293 cells | HEK-293 NF-kB luciferase reporter, luminescence | inhibition, % at 3 µM | 62,000 tested, 0.21% active;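 active = inhibition above the mean of all tested compounds plus 3 SD, cut at about 40% in these data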;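 also: 0% = stimulated DMSO wells and 100% = 10 µM reference inhibitor 5653914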
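Reagent: PMA plus ionomycin mix as NF-kB-activating stimulus. Assay system: NF-kB luciferase reporter HEK-293 cells. Technique: luminescence from luciferase substrate reagent. Incubation: 1 h compound pre-incubation, 16 h PMA/ionomycin at 37 °C. Benchmarks: DMSO only as uninhibited control, 10 µM reference inhibitor as full inhibition. Repeats: tested once.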
Jurkat tox 60K = cytotoxicity toward Jurkat cells; Jurkat E6.1 viability, ATP luminescence, 48 h; inhibition, % at 4 µM; 56,000 tested, 1.2% active;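 active = inhibition above the mean inhibition of all tested compounds plus 3 SD, cut at about 28% in these data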
S1P1 ag pot = activates or potentiates agonism at human S1P1 receptor; P21453; S1P1 CRE-bla cells, forskolin, beta-lactamase FRET, potentiator mode; S1P1 agonist co-added at EC20, 2 nM; 100% = saturating reference agonist, 0% = basal; activation, % at 9.5 µM; 56,000 tested, 0.57% active;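 active = activation above a cutoff set at the mean activation of all tested compounds plus 3 SD, cut at about 54% in these data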;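 also: forskolin at 4 µM as EC80 and the EC20 agonist is SEW2871; 100% = SEW2871 at its EC100 plus forskolin at EC80; some compounds past the cut are filed as inactive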
Target sequence (P21453 whole entry, looked up): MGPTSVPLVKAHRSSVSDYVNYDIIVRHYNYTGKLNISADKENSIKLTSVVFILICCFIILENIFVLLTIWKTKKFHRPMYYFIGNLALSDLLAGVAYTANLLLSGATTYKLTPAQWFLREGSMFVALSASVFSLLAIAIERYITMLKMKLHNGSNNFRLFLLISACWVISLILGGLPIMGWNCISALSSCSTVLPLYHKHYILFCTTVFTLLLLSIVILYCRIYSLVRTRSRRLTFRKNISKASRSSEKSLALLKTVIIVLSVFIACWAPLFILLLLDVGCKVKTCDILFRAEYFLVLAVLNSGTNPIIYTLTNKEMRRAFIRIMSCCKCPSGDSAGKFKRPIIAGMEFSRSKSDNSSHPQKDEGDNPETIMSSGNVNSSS
S1P3 ag = agonists of human S1P3 receptor; 60,000 tested, 0.1% active; Q99500; S1P3 NFAT-BLA reporter cells, agonism, FRET ratio; relative to 1 µM S1P, basal subtracted; activation, % at 4.5 µM;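 active = activation above the screen-wide mean plus 3 SD, cut at about 4.5% in these data, passing the limit was not always enough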; also: some compounds called inactive have numbers as strong as hits
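Assay system: stable CHO line with human S1P3, Gα16, NFAT-BLA reporter; Detection: FRET β-lactamase substrate fluorescence, excitation 405 nm, 460/535 nm emission ratio, background-subtracted; Read-out: percent activation versus median 1 µM S1P response, basal-subtracted, per plate; Incubation: cells plated overnight, compound 4 h 37 °C, substrate 2 h RT.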
5HT1a ag = agonists of human 5-HT1a serotonin receptor; CHO 5-HT1a Ga15 NFAT-bla reporter, FRET ratio; 0% basal, 100% maximal reference agonist; activation, % at 10 µM; 65,000 tested, 0.56% active;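 active = activation above the screen-wide mean activation plus 3 SD, cut at about 19% in these data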;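 also: 0% = DMSO wells and 100% = 5-CT at EC100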
HTR1E antagonist = 5-HT1E (human) receptor antagonism. AID 571. inhibition, % at 6 µM. P28566. CHO 5-HT1E Ga15 NFAT-bla reporter, FRET, antagonist. 65,000 tested, 0.99% active;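 active = inhibition above a set limit, the mean inhibition across every tested compound plus 3 SD, cut at about 29% in these data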;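 also: signal is the 460 over 535 nm emission ratio of beta-lactamase substrate; 0% = agonist plus DMSO wells and 100% = wells without agonist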
Target sequence (P28566 whole entry, looked up): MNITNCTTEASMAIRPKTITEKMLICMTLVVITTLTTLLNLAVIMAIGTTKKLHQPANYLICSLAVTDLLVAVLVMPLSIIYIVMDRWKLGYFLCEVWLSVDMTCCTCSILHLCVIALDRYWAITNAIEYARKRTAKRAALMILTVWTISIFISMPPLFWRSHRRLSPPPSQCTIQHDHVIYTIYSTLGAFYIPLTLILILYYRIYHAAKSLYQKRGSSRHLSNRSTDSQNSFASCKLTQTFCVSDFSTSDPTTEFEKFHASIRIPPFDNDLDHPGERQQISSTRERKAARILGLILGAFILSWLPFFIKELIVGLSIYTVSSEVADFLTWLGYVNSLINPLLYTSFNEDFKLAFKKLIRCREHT
5HT1E ag = agonists of human 5-HT1E serotonin receptor | CHO 5-HT1E Ga15 NFAT-bla reporter, FRET; 0% DMSO wells, 100% control agonist wells | activation, % at 6 µM | 65,000 tested, 0.69% active | AID 574;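 active = activation above a set limit, the screen-wide mean activation plus 3 SD, cut at about 8.5% in these data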;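 also: 100% = positive control agonist at 1 µM giving full maximal response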
Starred values were filed as active, the others as inactive; . = not tested or not shown.

compound,5-HT1A blocker,D1 allo mod,HEK293 NFkB inh,Jurkat tox 60K,S1P1 ag pot,S1P3 ag,5HT1a ag,HTR1E antagonist,5HT1E ag
CCCCCSc1nncc(=O)[nH]1,0,.,13,-2,13,-0.3,-5.9,0,0.3
CC(C)C[C@@H]1NC(=O)N(CCN2CCOCC2)C1=O,2,-0.1,3,1,2,-0.8,0.4,-7,-0.3
Nc1ncnc2nc(SCCN3CCCCC3)[nH]c12,7,0.13,4,3,8,-1.4,-6.3,-3,-1.2
O=C1CCC(=O)N1CC(=O)N1c2ccccc2Sc2ccccc21,-6,-0.033,18,8,-20,-1.6,-0.5,4,0.2
O=C(CCCC(=O)N(CC(=O)NC1CCCCC1)Cc1ccc2c(c1)OCO2)Nc1ccccn1,-1,-0.17,-1,1,-4,-1.0,-1.3,1,0.0
O=C(NCC(=O)N(c1cccnc1)C(C(=O)NCc1ccco1)c1ccccc1)c1ccco1 (stereo not drawn),0,-0.98,14,-4,-22,-0.2,-1.6,-28,-1.2
Cc1ccc(NC(=O)COc2nc(C)cs2)cc1,-13,0.22,-5,-6,4,-0.1,0.2,13,-0.3
Cn1cc(S(=O)(=O)CC(=O)N2CCc3ccccc32)c2ccccc21,7,0.58,2,2,15,-0.4,0.1,-4,1.1
Fc1ccc2c(c1)[C@H]1OCC[C@H]1[C@@H](c1ccco1)N2,9,0.96,13,-11,-10,-0.4,0.2,-9,0.5
CC(=O)c1ccc(NC(=O)C2CCCN2S(=O)(=O)c2cccc3cccnc23)cc1 (stereo not drawn),11,-0.018,12,-16,-26,-0.2,-2.3,-3,0.2
O=C(NCc1cccnc1)c1ccc(CS(=O)(=O)c2ccc(Br)cc2)o1,-17,-0.097,7,4,-8,-0.1,-0.5,-7,0.6
O=C(NCc1ccccn1)c1c(O)c2c([nH]c1=O)CCCC2,-12,-0.015,13,-6,-13,0.2,-1.9,-4,0.1
COCc1cc(C)nc(N)c1C#N,.,.,.,.,-16,0.9,-1.0,-2,-0.3
O=C1NCCN1CCNS(=O)(=O)c1ccc2ccccc2c1,-2,-0.038,5,-2,-8,0.1,-0.2,6,-0.4
O=C(O)c1cc(-c2ccco2)[nH]n1,-1,.,5,12,26,-0.4,-5.5,9,-1.4
CCNC(=O)CC1C(=O)N(c2ccc(C)cc2)C(=O)N1Cc1ccccn1 (stereo not drawn),10,-0.81,10,3,19,-0.9,2.7,6,-0.2
COc1ccc(C(c2nnnn2C2CCCC2)N2CCC(C(N)=O)CC2)c(OC)c1 (stereo not drawn),4,-0.41,8,5,9,0.1,-1.8,-8,0.4
O=C(NCN1C(=O)C2C3C=CC(C3)C2C1=O)OC1CCCCC1 (stereo not drawn),5,1,-8,-6,-10,-1.0,-3.0,-1,-0.5
CN(C)S(=O)(=O)N(Cc1ccc(Br)cc1)c1ccccc1,9,0.11,-6,5,.,-0.1,1.5,-7,0.1
O=S(=O)(O)c1nc2ccccc2n1Cc1ccc(Cl)cc1Cl,.,-0.15,.,.,9,-4.7,-3.4,5,-1.0
Cc1nc2scc(-c3ccccc3)c2c(=O)o1,-5,0.0084,5,-6,-4,0.7,-0.8,-27,0.6
Nc1nonc1-n1nnc(C(=O)O)c1-c1cccs1,-3,0.085,4,-10,8,-1.0,0.0,0,0.7
Cc1cnc(C(=O)OCC(=O)N2CCc3ccccc3C2)cn1,6,0.23,20,3,24,0.5,-1.3,8,0.3
CCOC(=O)Cc1cnc(NC(=O)NC(C(=O)OCC)(c2ccccc2)C(F)(F)F)s1 (stereo not drawn),-11,1.3,6,-4,-1,0.2,-0.4,-5,0.4
CCOc1ccccc1C(=O)NCCCCCC(=O)O,.,.,.,.,-1,-1.0,-0.8,-2,0.5

Full records, quoted from the list:
`Nc1nonc1-n1nnc(C(=O)O)c1-c1cccs1` reads 5-HT1A blocker = -3; D1 allo mod = 0.085; HEK293 NFkB inh = 4; Jurkat tox 60K = -10; S1P1 ag pot = 8; S1P3 ag = -1.0; 5HT1a ag = 0.0; HTR1E antagonist = 0; 5HT1E ag = 0.7
`CN(C)S(=O)(=O)N(Cc1ccc(Br)cc1)c1ccccc1` reads 5-HT1A blocker = 9; D1 allo mod = 0.11; HEK293 NFkB inh = -6; Jurkat tox 60K = 5; S1P1 ag pot = .; S1P3 ag = -0.1; 5HT1a ag = 1.5; HTR1E antagonist = -7; 5HT1E ag = 0.1

Other records follow:
compound,5-HT1A blocker,D1 allo mod,HEK293 NFkB inh,Jurkat tox 60K,S1P1 ag pot,S1P3 ag,5HT1a ag,HTR1E antagonist,5HT1E ag
O=C(Nc1cccnc1)c1ccc(COc2ccccc2Br)o1,-8,.,1,27,.,-0.6,0.2,8,0.0
O=C(Nc1ccccc1O)c1ccc(Cl)cc1,3,1.2,5,10,-22,0.1,0.8,-4,-0.7
COCCn1c(C)cc(C(=O)CSc2nc3ccccc3c(=O)[nH]2)c1C,8,-0.58,-26,13,60,-1.7,2.3,12,-1.0
Clc1ccccc1OCc1nc(-c2ccccn2)no1,6,-2.3,-45,0,17,-0.5,-1.6,16,-0.6
CC1CCC(NC(=O)Cn2c(=O)[nH]c3ccsc3c2=O)CC1 (stereo not drawn),-2,0.018,3,.,.,.,1.4,-8,0.1
CCC(C)Cn1c(C)nc2ccccc21 (stereo not drawn),-6,-1,11,1,10,0.4,-1.1,5,0.4
CC(=O)N(Cc1cc2cc(C)c(C)cc2n2nnnc12)CC1COCCO1 (stereo not drawn),3,1.9,19,9,-7,0.1,-2.9,-3,0.1
CC(C)N1CC(O)=C(c2ccccc2)C1=N,-2,0.028,10,.,.,.,-1.4,-5,0.5
O=C(CCn1c(=O)oc2ccccc21)NC1=NCCS1,-9,-0.23,4,1,2,0.8,-2.7,-3,-0.1
CC(=O)n1cc(C2C(=O)CCCC2=O)c2ccccc21,14,-1.9,3,6,-9,-0.2,-6.9,-3,-0.3
O=C(NC1CCCC1)C1CCC(=O)N1C1CCCC1 (stereo not drawn),-18,-0.022,19,-4,0,-0.3,-1.5,2,-0.4
COc1ccc(OCCSc2nc3ccccc3n2CC(=O)O)cc1,-1,-0.71,17,-4,-18,-0.3,-2.1,9,-0.4
CC1Cc2nc(SCC(=O)Nc3ccccc3F)n(C)c(=O)c2S1 (stereo not drawn),-27,0.14,6,9,-2,-1.0,-2.0,5,-0.2
CCC(C)Sc1nc2c(c(=O)[nH]c(=O)n2C)n1Cc1ccc(Cl)cc1 (stereo not drawn),-12,0.03,23,-1,-52,0.2,2.1,8,1.1
CCN(CCCNC(=O)COc1cc(=O)n(CC)c2ccccc12)c1ccccc1,0,-1.4,7,2,-28,-0.8,-2.4,-4,0.9
Cc1ccccc1OCC(=O)N(Cc1cccs1)C1CCS(=O)(=O)C1 (stereo not drawn),-7,-0.48,5,-2,16,-0.7,2.3,-6,0.2
COc1cc(CN2CCN(CCOCCO)CC2)cc(OC)c1OC,-5,-1.4,-12,-5,-10,-0.4,-1.9,-6,0.0
Cc1cc(C)nc(N2CCCC(C(=O)NCc3cccs3)C2)n1 (stereo not drawn),-13,-0.05,15,-4,7,-0.3,0.1,4,0.6
CCOC(=O)C1CCCN(C(=O)CSc2nccn2C)C1 (stereo not drawn),-5,.,7,-7,-9,0.1,-4.9,-1,0.1
O=C(C1CCC(CNc2nc(=S)[nH]c3ccccc23)CC1)N1CCN(c2ccccn2)CC1 (stereo not drawn),-6,0.0021,25,.,.,.,1.4,-2,0.5
CCOC(=O)Cc1csc(NC(=O)COc2ccc(N(C)S(=O)(=O)c3cccs3)cc2)n1,2,-0.9,12,.,.,.,-1.1,2,0.1
c1cncc(-c2nc(-c3ccc4c(c3)OCO4)cs2)c1,40,0.16,-6,.,.,.,-5.2,19,-1.4
Cc1cccc(OCc2nnc3n2CCCCC3)c1,-2,.,2,-2,6,-0.9,-2.0,0,0.3
O=C(c1ccco1)N1CCCC(c2ccccc2)C1 (stereo not drawn),5,0.48,0,0,-2,-0.8,0.8,4,0.3
CN1CCN(CC(=O)Nc2sc3c(c2C#N)CCC(C(C)(C)C)C3)CC1 (stereo not drawn),-9,-0.18,7,-1,-2,5.6,-0.1,-2,1.7
COc1ccc(CNC(=O)[C@H](C)NC(=O)C2CCN(S(=O)(=O)c3ccc(C)cc3)CC2)cc1,.,.,.,.,3,-3.6,-0.8,-3,-0.6
O=C(c1cc2n(n1)C(C(F)(F)F)CC(c1ccc(F)cc1)N2)N1CCCC1 (stereo not drawn),-8,0.00082,1,-1,-6,-0.6,-3.5,-1,-0.6
c1cnn(-c2nc(N3CCOCC3)nc(N3CCOCC3)n2)c1,15,2.9,-2,11,0,-1.9,-1.4,-39,0.5
O=C(c1cc2nc(-c3ccccc3)cc(-c3ccccc3)n2n1)N1CCN(C(=O)c2ccco2)CC1,10,-2.3,26,1,.,-0.4,2.6,11,1.2
CCSc1nnc(NC(=O)c2cnccn2)s1,-7,-0.22,11,-1,4,-1.2,-1.3,-3,0.4

Reformatted field by field: three of the compounds above.
> CC1Cc2nc(SCC(=O)Nc3ccccc3F)n(C)c(=O)c2S1 (stereo not drawn)
  5-HT1A blocker: -27 | D1 allo mod: 0.14 | HEK293 NFkB inh: 6 | Jurkat tox 60K: 9 | S1P1 ag pot: -2 | S1P3 ag: -1.0 | 5HT1a ag: -2.0 | HTR1E antagonist: 5 | 5HT1E ag: -0.2

> CCC(C)Sc1nc2c(c(=O)[nH]c(=O)n2C)n1Cc1ccc(Cl)cc1 (stereo not drawn)
  5-HT1A blocker: -12 | D1 allo mod: 0.03 | HEK293 NFkB inh: 23 | Jurkat tox 60K: -1 | S1P1 ag pot: -52 | S1P3 ag: 0.2 | 5HT1a ag: 2.1 | HTR1E antagonist: 8 | 5HT1E ag: 1.1

> CCN(CCCNC(=O)COc1cc(=O)n(CC)c2ccccc12)c1ccccc1
  5-HT1A blocker: 0 | D1 allo mod: -1.4 | HEK293 NFkB inh: 7 | Jurkat tox 60K: 2 | S1P1 ag pot: -28 | S1P3 ag: -0.8 | 5HT1a ag: -2.4 | HTR1E antagonist: -4 | 5HT1E ag: 0.9

Rows were taken by chance (roughly 8.3% active in at least one column).
